Statin myotox sup: suppression of simvastatin myotoxicity; C2C12 myotubes + simvastatin, ATP luminescence, 48 h; scaled: DMSO 0, geranylgeraniol control 100; rescue of ATP level, % at 7.49 µM; 330,000 tested, 0.78% active; AID 602340;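 active means mean ATP rescue above about 67%, or every replicate alone reaching that limit, limit read from the data, passing the limit was not always enough; inconclusive means no clear call, values can overlap the other calls; inactive means mean under the limit and some replicate under it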;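 further: myotubes were challenged with 10 µM simvastatin during compound exposure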
PglD DTNB: PglD (C. jejuni) enzyme inhibition. purified PglD enzyme, DTNB colorimetric CoA detection. inhibition, % at 12.5 µM. 360,000 tested, 0.098% active; in the data active means inhibition above about 16%, passing the limit was not always enough; inconclusive means no clear call, values can overlap the other calls; further: strong numbers were not always called active
An asterisk follows results filed as active; u = inconclusive. An excerpt (hit frequency here may not be typical).

SMILES,Statin myotox sup,PglD DTNB
Cc1ccc(S(=O)(=O)N2CCCCC2)cc1C(=O)Nc1ccc(N2CCOCC2)cc1,16.3,-4.0
Cn1c(SCC(=O)Nc2ccc3nc(SCC(=O)N4CCCC4)sc3c2)nnc1-c1ccc(N)cc1,-8.1,-1.9
O=C(c1ccco1)N1CCN(C(=O)C2(S(=O)(=O)c3ccc(Cl)cc3)CC2)CC1,9.5,-4.8
CCOc1cc(C(c2c(C)[nH][nH]c2=O)c2c(C)[nH][nH]c2=O)ccc1OS(=O)(=O)c1ccccc1,5.9,-1.4
CCOC(=O)N1CCN(C(=O)CSc2nnc(-c3cc(OC)ccc3OC)o2)CC1,2.1,0.8
O=C(Cn1cc(C(=O)c2cccs2)c2ccccc21)NCC1CCCO1 (stereo unspecified),3.6,-0.7
O=C(Nc1ccc(Nc2ccccc2)cc1)c1ccco1,-46.6,-4.7
COc1cc(NC(=O)C/C(C)=N/NC(=O)Cc2ccc(Cl)cc2)c(OC)cc1Cl,-5.2,5.0
Cc1ccc(C)c(-n2c(SCC(=O)N3CCCC3)nnc2-c2ccccn2)c1,27.9,-1.0
O=C(c1cccs1)N1CCc2ccccc21,3.2,8.8
c1ccc(-c2cc(N3CCCCC3)nc(-c3ccccc3)n2)cc1,-2.4,7.7
COc1cccc(-c2cn3nc4c(nc3n2)CCCC4)c1,-44.1,0.3
O=C(COc1ccc(/C=N/NS(=O)(=O)c2ccccc2)cc1)NCc1ccccc1,-5.4,-0.1
CC(=O)Nc1c(C(=O)O)oc2ccc(Cl)cc12,-0.4,-4.7
COC(=O)c1ccccc1N/C=C1\CCc2c(c(C)nn2-c2ccccn2)C1=O,-2.3,2.7
CC(NC(=O)C1CCC1)c1ccc(Cl)cc1 (stereo unspecified),10.4,-0.7
CN1CCN(Cc2nc3c(c(=O)n(C)c(=O)n3C)n2CCCc2ccccc2)CC1,-9.7,2.0
Cc1ccc(OCC(=O)c2c(O)c3ccccc3oc2=O)cc1C,0.5,-2.8
COc1cnc(-c2ccccc2)nc1Oc1cccc(C)c1C,14.6,3.3
CC(C)NC(=O)CN1CCN(c2ncccn2)CC1,-4.7,5.4
O=C(COC(=O)CSc1ccc2ccccc2c1)NC1CC1,14.5,4.8
CCc1ccccc1NC(=O)c1ccc(-n2c(C)ccc2C)cc1,10.9,0.7
Cc1ccc(S(=O)(=O)CCSc2nc(C)cc(C)c2C#N)cc1,-9.6,5.9
N#C/C(=C\c1ccc(O)c(O)c1)S(=O)(=O)c1ccccc1,-5.8,6.4
COc1cccc(-c2csc(N3CCN(Cc4ccccc4)CC3)n2)c1,2.9,-3.7
CCOC(=O)CNC(=O)c1nn(-c2ccc(OCC)cc2)c(=O)c2ccccc12,-0.3,1.2
Cc1[nH]n(-c2ccccc2)c(=O)c1/C=N/c1ccccn1,11.8,-4.7
COc1ccc(NC(=O)c2ccccc2)cc1NS(=O)(=O)c1ccc(F)cc1,22.3,3.0
C/C(=N/NS(=O)(=O)c1ccc(F)cc1)c1ccc(NC(=O)c2ccc(C)o2)cc1,-7.2,5.2
CCN(CC)C(=O)C1=C(C)Nc2nnnn2C1c1cccnc1 (stereo unspecified),-0.5,7.9
CCCCC(=O)NC(Nc1sc2c(c1C(N)=O)CCCC2)(C(=O)OCC)C(F)(F)F (stereo unspecified),24.8,-1.3
CS(=O)(=O)N1CCN(c2nnc(-c3ccccc3)c3ccccc23)CC1,4.9,-0.6
CCC1Oc2ccc(C)cc2N(CC(=O)N(Cc2ccc(C)o2)C2CCCC2)C1=O (stereo unspecified),4.8,8.2
Cn1nc(OC(=O)Nc2ccc(F)cc2)cc1C(F)(F)F,-12.0,-1.9
Cc1ccccc1C(=O)c1cccn1CC(=O)NCC1CCCO1 (stereo unspecified),-1.3,-3.2
CCOC(=O)c1cnc(SCc2nc(N)nc(Nc3ccc(C)cc3)n2)nc1N,-12.7,-5.9
CCCCOC(=O)n1ccc(C(=O)Nc2ccccc2OC)n1,0.9,-1.4
COc1ccc(NC(=O)N(Cc2ccc3c(c2)OCO3)C2CC(=O)N(c3ccc(OC)cc3)C2=O)cc1 (stereo unspecified),-3.4,-1.4
N#CN=C1CCCCCN1CC(N)=O,6.1,4.7
CCN(CC)C(=O)CSc1nc2ccccc2n1CC(=O)N1CCN(c2ccccc2OC)CC1,17.3,-2.2
COc1ccc(N2CCN(C(=O)c3ccc(N4C(=O)NC5CC4(C)Oc4ccccc45)cc3)CC2)cc1 (stereo unspecified),21.3,-1.1
Cc1ccc2[nH]c(=O)c(CN(Cc3cccs3)Cc3nnnn3CC3CCCO3)cc2c1 (stereo unspecified),-2.7,5.9
CCS(=O)(=O)N1CCN(CC2CC3C=CC2C3)CC1 (stereo unspecified),-0.3,-5.0
Cc1c(N(C)C)nc2ccccc2c1N,-10.7,0.3
COc1ccc(-c2cc(=O)c3cc(OC)ccc3[nH]2)cc1,-5.1,1.1
CCCCN(CCCC)C(=O)CSc1nnc(-c2cc(OC)c(OC)c(OC)c2)o1,-22.1,3.7
COC(=O)C1=C(C)NC2=C(C1c1ccc(O)cc1)S(=O)(=O)c1ccccc12 (stereo unspecified),-4.8,0.1
CCOC(=O)CNC(=O)c1ccc(C)cc1,3.6,-8.3
CC1(C)N=C(N)NC(Nc2ccc(Br)cc2)=N1,-2.0,7.2
COc1ccc(C(=O)OCC(=O)NCc2ccc3c(c2)OCO3)cc1[N+](=O)[O-],3.7,1.3
CNC(=O)COC(=O)c1ccccc1Oc1ccccc1,-7.6,2.2
CCOC(=O)c1sc(C)c(C(=O)NC2CCCCC2)c1N,-2.1,-9.1
CCc1nnc(NC(=O)c2ccc(S(=O)(=O)N3CCCCC3C)cc2)s1 (stereo unspecified),8.0,1.4
CC(C)(C)OC(=O)N1CC(O)CC1C(=O)OCC(=O)c1ccccc1 (stereo unspecified),11.6,-3.2
CCN(CCCNC(=O)CN1C(=O)COc2ccccc21)c1cccc(C)c1,21.0,-1.2
O=C(NCC1CCCO1)c1sc(=S)n2c1[nH]c(=O)c1ccc(C(=O)N3CCCCC3)cc12 (stereo unspecified),3.9,-5.0
Cn1cccc1C(=O)C(=O)Nc1ccc(Cl)cc1,92.8*,0.7
Cc1ccc(C)c(N=Nc2nc3ccccc3n2C)c1,-21.3,-0.2
Cc1ccc(SCc2nnc(NC(=O)c3ccccc3)s2)cc1,-4.6,2.4
Cc1ccc(C2=NCCNC2=O)c(C)c1,13.4,0.4

(next part)
SMILES,Statin myotox sup,PglD DTNB
S=C(c1ccc(-c2ccc(Cl)cc2)o1)N1CCCCC1,43.9,-6.2
COc1ccc(N2CCSC2C(=O)NN)cc1 (stereo unspecified),10.8,-1.3
Cc1cc(NC(=O)CN2C(=O)NC(C)(c3ccc(OC(F)F)cc3)C2=O)no1 (stereo unspecified),u,-1.5
CCCCn1c(=O)c(-c2ccccc2)c(O)c2ccccc21,120.0*,-4.2
CC1(C)CC(=O)C(C=Nc2ccc3[nH]ncc3c2)=C(O)C1,45.0,4.2
O=C(NCc1ccc2c(c1)OCO2)c1cccc(C(=O)NCc2ccc3c(c2)OCO3)c1,-3.0,-2.2
COc1ccc(C2=CC3=C(Br)C(=O)C(C)(OC(=O)C4CCCC4)C(=O)C3=CO2)cc1 (stereo unspecified),-10.0,0.7
CCOC(=O)c1sc(=NC(=O)c2cc(OC)c(OC)c(OC)c2)n(C)c1C,-56.0,5.2
COc1cccc2cc(C(=O)N(C)C)c(=O)oc12,-1.8,1.9
COc1ccc(C(=O)Nc2cc(OC)cc(OC)c2)cc1,-13.0,2.1
O=C(c1cc2cc3ccc(Cl)cc3nc2o1)N1CCCCCC1,-106.5,-2.9
Cc1oc(-c2ccccc2)cc1C(=O)Nc1cccc(C(=O)O)c1,-0.1,2.8
COCCNC(=O)c1ccc(NS(C)(=O)=O)cc1,-8.1,-3.9
COc1cc(C(=O)Nc2ccc3c(c2)OCCO3)ccc1OC(F)F,-13.1,3.4
COc1ccc(OCC(=O)Nc2cc(-c3nn(C)c(=O)c4ccccc34)ccc2OC)cc1,-29.9,-2.5
CCOc1ccc(-n2c(N)c(C(=O)NCc3cccnc3)sc2=S)cc1,4.7,4.4
C=C(C)c1nc(N)nc(N)n1,-16.4,-4.6
CC(=O)c1cc2c(cc1NS(=O)(=O)c1ccccc1)OCO2,5.5,-3.8
Cc1nnc(NC(=O)c2c(-c3ccccc3)noc2C)s1,-11.7,0.3
O=C(Nc1ncccn1)c1cccs1,-2.0,-2.6
CCCc1cc(=O)n2[nH]c(-c3ccc(C)cc3)cc2n1,-35.9,-0.3
COc1ccc(C2C(C#N)=C(N)Oc3n[nH]c(-c4ccccn4)c32)c(OC)c1OC (stereo unspecified),2.5,3.5
CCn1cc([N+](=O)[O-])c(C(=O)N2N=C(c3ccc4ccccc4c3)CC2c2cc(Br)ccc2O)n1 (stereo unspecified),61.0,4.3
Cc1[nH]c2ccccc2c1C(=O)CN1CCCCC1CCO (stereo unspecified),6.9,0.9
Cn1nnnc1SCC(=O)Nc1ccccc1Cl,-15.1,-0.5
CC(C)O/C(=N\S(=O)(=O)c1ccc(Cl)cc1)c1ccccc1,9.1,-2.0
COc1ccc(CCNc2cc(-c3ccccc3)nc3ncnn23)cc1,27.7,-0.2
O=C(COC(=O)c1ccc(Br)o1)Nc1ccc(S(=O)(=O)N2CCCC2)cc1,4.3,-3.6
COc1ccc(S(=O)(=O)N(C)CC(=O)Nc2ccccc2SC)cc1,23.2,-0.6
O=C(NCc1cccs1)c1ccc(CS(=O)(=O)c2ccc(Cl)cc2)o1,39.9,3.4
Cc1noc(C)c1COC(=O)c1ccccc1NC(=O)Cc1ccccc1,9.2,-5.0
c1ccc(-c2nnc(CN3CCC4(CC3)OCCO4)o2)cc1,5.3,-5.0
COc1ccc(OC)c(-n2cc3c(=O)n(C)c(=O)n(C)c3c2)c1,-5.1,-5.1
CCCCOc1ccc(N2C(=O)CC(N(CCc3ccccc3)C(=O)/C=C/C(=O)O)C2=O)cc1 (stereo unspecified),2.7,1.0
CC1Cc2ccccc2N1C(=O)c1cc2c(=O)n3ccccc3nc2n1C (stereo unspecified),-11.9,1.4
Cn1c(CCNC(=O)c2ccccc2Cl)n[nH]c1=S,-3.4,-3.0
CN1CCN(S(=O)(=O)c2ccc(NC(=O)c3ccc(Br)s3)cc2)CC1,-21.1,-3.5
C#CCOCCOCCOCCNc1nc(N2CCN(C(=O)CCCCCCCCCCNC(=O)[C@@H](CCSC)n3cc(CCO)nn3)CC2)nc(N2CCN(C(=O)CCCCCCCCCCNC(=O)[C@H](CO)n3cc(CCCCCN)nn3)CC2)n1,-19.8,-8.2
O=C(CSc1ncc(C(F)(F)F)cc1Cl)N1CCN(S(=O)(=O)c2ccccc2)CC1,22.6,6.1
CCOC(=O)c1ccc(S(=O)(=O)N2CCN(CC(=O)NC(=O)NC(C)(C)C)CC2)cc1,1.7,-5.9
CCc1ccc(C(=O)NC(C(=O)O)C(C)C)cc1 (stereo unspecified),6.5,-7.0
